CCHF vOTU inh: blocks the CCHF virus ovarian tumor domain protease; hit rate 0.55% among 370,000; CCHFV vOTU protease, Pep-AMC fluorescence; AID 651958; inhibition, % at 11.5 µM; note: 0% = vehicle wells with enzyme and 100% = no enzyme wells
GDH-TPI counter: inhibits GDH-TPI coupling enzymes, artifact for Mtb FBA screen | hit rate 1.2% among 360,000 | inhibition, % at 4.8 µM | GDH-TPI coupled enzyme counterscreen, NADH absorbance;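 note: 0% = DMSO wells and 100% = wells lacking the enzyme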
BoNT-F LC inh: BoNT F light chain protease inhibition; AID 588497; hit rate 0.22% among 360,000; inhibition, % at 10 µM; Multiplex microsphere protease cleavage assay, flow cytometry; in the data active = inhibition above about 35%, passing the limit was not always enough; inconclusive = no clear call, values can overlap the other calls; note: plate controls were buffer without enzyme for full effect and enzyme alone for no effect
FadD28 FP inh: inhibitors of Mycobacterium tuberculosis FadD28 bisubstrate binding | FadD28 bisubstrate probe binding, fluorescence polarization | inhibition, % at 12.5 µM | hit rate 0.22% among 360,000; in the data active = inhibition above about 8.5%, passing the limit was not always enough; inconclusive = no clear call, values can overlap the other calls
FBA Mtb inh: Mtb fructose-bisphosphate aldolase inhibition; inhibition, % at 1 µM; hit rate 2.3% among 360,000; purified M. tuberculosis FBA, fluorescence read-out; P9WQA3; in the data active = inhibition above about 27%;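 note: 0% = vehicle and 100% = reference inhibitor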
Target sequence (P9WQA3 whole entry, looked up): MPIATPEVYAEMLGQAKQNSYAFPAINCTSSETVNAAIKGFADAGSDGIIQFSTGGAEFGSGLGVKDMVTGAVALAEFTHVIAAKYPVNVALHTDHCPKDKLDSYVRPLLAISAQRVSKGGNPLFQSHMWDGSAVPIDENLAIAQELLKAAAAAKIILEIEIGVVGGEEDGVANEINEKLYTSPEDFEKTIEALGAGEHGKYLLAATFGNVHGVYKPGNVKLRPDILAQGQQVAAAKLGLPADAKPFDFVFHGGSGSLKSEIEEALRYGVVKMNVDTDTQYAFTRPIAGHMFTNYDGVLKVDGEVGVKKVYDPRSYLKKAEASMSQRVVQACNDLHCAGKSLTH
UGM FP inh: inhibitors of M. tuberculosis UDP-galactopyranose mutase; P9WIQ1; purified UGM, fluorescence polarization probe displacement; inhibition, % at 10 µM; hit rate 0.06% among 320,000; AID 504406; in the data active = inhibition above about 10%, passing the limit was not always enough; inconclusive = no clear call, values can overlap the other calls
Target sequence (P9WIQ1 whole entry, looked up): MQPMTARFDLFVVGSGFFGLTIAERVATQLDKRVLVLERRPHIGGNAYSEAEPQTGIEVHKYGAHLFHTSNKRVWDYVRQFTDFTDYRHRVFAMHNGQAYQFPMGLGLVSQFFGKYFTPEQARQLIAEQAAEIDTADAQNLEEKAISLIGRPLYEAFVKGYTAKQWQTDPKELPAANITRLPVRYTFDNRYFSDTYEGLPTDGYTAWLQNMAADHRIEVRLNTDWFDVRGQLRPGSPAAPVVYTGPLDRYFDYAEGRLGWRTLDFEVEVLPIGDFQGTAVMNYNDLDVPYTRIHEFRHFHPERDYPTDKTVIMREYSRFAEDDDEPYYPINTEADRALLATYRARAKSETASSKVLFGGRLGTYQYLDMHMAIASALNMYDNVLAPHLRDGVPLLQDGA
BioA inh: BioA (M. tuberculosis) enzyme inhibition; AID 602481; purified M. tuberculosis BioA enzyme, plate reader; hit rate 0.096% among 360,000; inhibition, % at 9.99 µM; in the data active = inhibition above about 40%; inconclusive = no clear call, values can overlap the other calls
BoNT-A LC inh2: BoNT A light chain protease inhibition; multiplex microsphere protease substrate cleavage, flow cytometry; hit rate 0.17% among 360,000; inhibition, % at 10 µM; in the data active = inhibition above about 30%; inconclusive = no clear call, values can overlap the other calls; note: plate controls were buffer without enzyme for full effect and enzyme alone for no effect
PrPC surface inh: cell surface PrPC inhibition, primary TR-FRET screen; AID 720596; P04156; TR-FRET read-out; hit rate 0.43% among 370,000; inhibition, % at 13.8 µM; in the data active = inhibition above about 24%; note: 0% = median of the test wells and 100% = reference compound wells
* hit, by the source's call; ? = inconclusive; . = not tested or not shown. Cut-off read from the data, not from the text of the source, unless noted: active = inhibition above about 30%; inactive = the rest. This is a random part of the collection; any-hit rate near 4.8%.

SMILES | CCHF vOTU inh | GDH-TPI counter | BoNT-F LC inh | FadD28 FP inh | FBA Mtb inh | UGM FP inh | BioA inh | BoNT-A LC inh2 | PrPC surface inh
Cc1ccc(NS(=O)(=O)c2ccc(OCC(=O)NCc3ccco3)cc2)cc1 | 4 | 8 | -16 | -2.4 | 0 | -0.2 | 1.5 | -0.2 | 4
Cc1ccc(OC(C)C)c(CN(CCO)CCO)c1 | 1 | -2 | 1 | -2.0 | -1 | -0.8 | -0.7 | 0.3 | -1
Cc1ccc2c(c1)C=CC(C)N2C(=O)c1ccccc1 (stereo not drawn) | 2 | 10 | -12 | -1.6 | -3 | -0.4 | -0.8 | -0.8 | 8
CCN(CCO)C(=O)CC(c1ccccc1)c1cc(Br)ccc1O (stereo not drawn) | 12 | -2 | 1 | -1.6 | -3 | -3.1 | 0.3 | 0.3 | 5
COc1ccc(CCNCc2ccncc2)cc1OC | -18 | 4 | -9 | -0.5 | 5 | -1.8 | -0.5 | ? | -1
COc1cc(C2NC(C(=O)O)Cc3c2[nH]c2ccccc32)cc(OC)c1OC (stereo not drawn) | -3 | 18 | 1 | 0.5 | 9 | -0.4 | -0.7 | -0.3 | 2
CN(C)c1cccc(CNC(=O)c2csc([C@@H]3O[C@H](CO)[C@@H](O)[C@H]3O)n2)c1 | 4 | -1 | 6 | -1.0 | -5 | . | -0.3 | 0.8 | 2
Cc1ccc2c(Cl)c(C)c(N3CCCC3)nc2n1 | -3 | 11 | -4 | -4.9 | 0 | -0.1 | 1.6 | 0.2 | 2
COc1ccc(CCN2CC(C(=O)NCCc3cccnc3)CCC2=O)cc1 (stereo not drawn) | -1 | 2 | -6 | -1.0 | 4 | 0.3 | -0.7 | -2.1 | 0
CC(C)OCCc1cccc[n+]1[O-] | . | . | 1 | -0.6 | -1 | . | . | -1.0 | .
Cc1ccc(C)c(N(CC(=O)Nc2ccccc2C(=O)NCc2ccco2)S(=O)(=O)c2ccccc2)c1 | 25 | 7 | 2 | -2.7 | 4 | 1.6 | 0.3 | -0.2 | -2
COc1cccc(C(NC(C)=O)c2nc(-c3ccc(C)c(C)c3)cs2)c1 (stereo not drawn) | 3 | 13 | 5 | -0.1 | 6 | . | -0.1 | -0.5 | 8

2 entries from above, as a markdown table:
| SMILES | CCHF vOTU inh | GDH-TPI counter | BoNT-F LC inh | FadD28 FP inh | FBA Mtb inh | UGM FP inh | BioA inh | BoNT-A LC inh2 | PrPC surface inh |
| --- | --- | --- | --- | --- | --- | --- | --- | --- | --- |
| CC(C)OCCc1cccc[n+]1[O-] | . | . | 1 | -0.6 | -1 | . | . | -1.0 | . |
| Cc1ccc(C)c(N(CC(=O)Nc2ccccc2C(=O)NCc2ccco2)S(=O)(=O)c2ccccc2)c1 | 25 | 7 | 2 | -2.7 | 4 | 1.6 | 0.3 | -0.2 | -2 |

The list continues:
SMILES | CCHF vOTU inh | GDH-TPI counter | BoNT-F LC inh | FadD28 FP inh | FBA Mtb inh | UGM FP inh | BioA inh | BoNT-A LC inh2 | PrPC surface inh
CN(C)n1cnc2ccsc2c1=O | 3 | 0 | -10 | -3.1 | 1 | 0.8 | . | -3.5 | -5
O=C(NCc1ccccc1Cl)C1CCCN1S(=O)(=O)c1ccccc1F (stereo not drawn) | 6 | -2 | 7 | -0.7 | 3 | 3.5 | 0.3 | 1.3 | 0
COc1ccc(OC)c2sc(N(CCCN(C)C)C(=O)CCS(=O)(=O)c3ccccc3)nc12 | -4 | 14 | 2 | -2.6 | 4 | -0.8 | 5.4 | 0.3 | -3
O=C(CCN1CCN(c2ccc(F)cc2)CC1)Nc1ccc(F)cc1 | -2 | -1 | -7 | -1.7 | 0 | 0.2 | -1.7 | -0.2 | 4
NC[C@@H]1O[C@H](C23CC4CC(CC(C4)C2)C3)Cc2c1ccc(O)c2O | -5 | -3 | -36 | -9.7 | -2 | 0.9 | -1.1 | -1.8 | 2
CCn1cnc2cc(NCc3nc4ccccc4n3C)ccc21 | -18 | 6 | -14 | -1.3 | 8 | -0.6 | 0.4 | -1.8 | -6
N/C(=N/S(=O)(=O)c1ccccc1)c1cccc([N+](=O)[O-])c1 | -13 | 2 | -3 | -1.4 | 0 | 2.4 | -2.4 | -0.3 | -35
CCNC(=O)n1nccc1C(C)Oc1cccc(C(F)(F)F)c1 (stereo not drawn) | 25 | 2 | 0 | -1.5 | -1 | -0.4 | 1.9 | 1.6 | 3
COc1ccc(NC(=O)C2(C)CCN2CC2CCCCC2)cc1OC (stereo not drawn) | 4 | 0 | -3 | -0.3 | -3 | . | 0.5 | 0.1 | -2
CCC(=O)Nc1ccccc1N1CCN(c2ccc(F)cc2)CC1 | 9 | 9 | . | -0.8 | 0 | 2.0 | 1.3 | . | 0
Cc1ccccc1/C=N/N1CCN(c2ccccc2)CC1 | -8 | -3 | 0 | -3.1 | 0 | 3.3 | -0.6 | -0.2 | 3
CC(=O)c1ccc(NC(=O)COC(=O)Cn2cnc3ccccc32)cc1 | 5 | 0 | -13 | -2.5 | -4 | 7.7 | 2.5 | 1.1 | -4

An excerpt from above in order of length of the SMILES, descending.
SMILES | CCHF vOTU inh | GDH-TPI counter | BoNT-F LC inh | FadD28 FP inh | FBA Mtb inh | UGM FP inh | BioA inh | BoNT-A LC inh2 | PrPC surface inh
NC[C@@H]1O[C@H](C23CC4CC(CC(C4)C2)C3)Cc2c1ccc(O)c2O | -5 | -3 | -36 | -9.7 | -2 | 0.9 | -1.1 | -1.8 | 2
CC(=O)c1ccc(NC(=O)COC(=O)Cn2cnc3ccccc32)cc1 | 5 | 0 | -13 | -2.5 | -4 | 7.7 | 2.5 | 1.1 | -4
O=C(CCN1CCN(c2ccc(F)cc2)CC1)Nc1ccc(F)cc1 | -2 | -1 | -7 | -1.7 | 0 | 0.2 | -1.7 | -0.2 | 4

Remaining list, next part:
SMILES | CCHF vOTU inh | GDH-TPI counter | BoNT-F LC inh | FadD28 FP inh | FBA Mtb inh | UGM FP inh | BioA inh | BoNT-A LC inh2 | PrPC surface inh
COc1ccc(CN(CCc2c[nH]c3ccccc23)Cc2ccc(OC)cc2)cc1 | 19 | 7 | -6 | -0.9 | 2 | . | . | 0.0 | -15
CCC(C)C(CO)NCCCn1cnc(C(=O)Nc2ccc(C)c(C)c2)n1 (stereo not drawn) | -4 | 7 | -4 | 0.3 | 1 | . | -0.4 | 0.2 | -8
Brc1ccc(C2=Nc3ccccc3C(c3ccncc3)=NN2)cc1 | 3 | -1 | -8 | 0.3 | 0 | 0.9 | . | -1.2 | 3
CC(=O)c1c(C)[nH]c(C(=O)CN2C(=O)NC(CCc3ccccc3)C2=O)c1C (stereo not drawn) | 2 | 13 | 6 | 1.5 | -3 | 2.2 | . | -0.9 | 5
CC1=C(C(=O)N(C(C)C)C(C)C)CC(CC(=O)NCc2ccco2)C(=O)N1Cc1ccc(C(C)(C)C)cc1 (stereo not drawn) | 13 | . | -2 | -5.2 | 0 | . | 4.9 | -1.1 | 1
COc1ccc(NC(=O)NNC(=O)CCC(=O)Nc2ccccc2Cl)cc1 | -3 | -2 | 2 | -1.8 | 2 | 0.2 | . | -0.2 | 2
O=S(=O)(NN=C(c1ccccc1)c1ccccc1)c1ccccc1 | 13 | 8 | -4 | -2.0 | -2 | . | 1.5 | -0.5 | -1
CC(C)Nc1cc(C(C)(C)C)nc2c(-c3ccccc3)cnn12 | -13 | 10 | -5 | -3.4 | 29* | 1.4 | . | -0.9 | -3
COc1ccc(-n2c(NNC(C)=O)nc3sc4c(c3c2=O)CCCC4)cc1 | 3 | 8 | ? | -2.6 | 0 | -1.4 | 0.3 | 5.4 | 11
O=C(NC1CCCCC1)N1CCC(c2nc3ccccc3[nH]2)CC1 | 2 | 5 | 2 | -1.2 | 2 | -2.5 | . | 1.2 | -3
O=C(Nc1ccc2c(c1)CCC2)Nc1ccc(F)cc1F | -2 | 3 | . | -0.9 | 1 | 4.4 | -1.5 | . | 7
Cc1nc2ccccc2n1C(=O)N(C)C | -15 | 0 | 2 | 0.6 | 0 | -0.7 | . | 1.7 | -3
COc1ccc(NC(=O)CN(C)C(=O)Cn2cnc3c2c(=O)n(C)c(=O)n3C)cc1 | 0 | 3 | -6 | -3.5 | -2 | 0.8 | . | -1.2 | -1
COc1cc(C(=O)NC23CC4CC(CC(C4)C2)C3)cc(OC)c1OC | 10 | 2 | -5 | -0.5 | -1 | 4.7 | -4.3 | -2.9 | 6
CCc1ccc(CN2CCC(n3nccc3NC(=O)c3ccccc3Cl)CC2)cc1 | -5 | 3 | 5 | -0.6 | 2 | 2.3 | 1.9 | 0.9 | -14
CC1Cc2ccccc2N1C(=O)COC(=O)C1(c2ccccc2F)CCCC1 (stereo not drawn) | 11 | 6 | -6 | -3.4 | -1 | 0.6 | -2.3 | 0.0 | -2
CCc1nc2c(s1)CCc1onc(-c3ccc(Cl)cc3)c1-2 | 6 | 9 | -9 | -1.5 | 6 | -1.1 | 0.0 | 0.2 | 4
C=CCOc1ccc(/C(O)=C2\C(=O)C(=O)N(CCCOC)C2c2ccncc2)cc1 (stereo not drawn) | 5 | 18 | 1 | -1.6 | 0 | 1.0 | -1.7 | -0.8 | -4
COc1ccc2cc(C3NC(=O)c4ccccc4N3)c(Cl)nc2c1 (stereo not drawn) | 7 | 0 | -4 | -3.0 | -8 | -0.1 | . | -1.4 | 2
Cc1ccc(S(=O)(=O)N(C(=O)c2ccncc2)c2ccc(OC(=O)c3ccncc3)c3ccccc23)cc1 | 4 | 5 | -7 | -0.9 | 1 | 5.0 | . | 0.1 | -3
Nc1nc(CCl)nc(Nc2cccc3ccccc23)n1 | -11 | 5 | . | -1.9 | 3 | 2.6 | -1.6 | . | -1
Cc1cccc(NC(=O)CNC(=O)COC(=O)C2CC2C)c1C (stereo not drawn) | 4 | -2 | -10 | -0.3 | 30* | 1.1 | -1.3 | -0.2 | -4
Cc1ccc(C)c(NC(=S)N2CCC(c3nc4ccccc4s3)CC2)c1 | -10 | 5 | 1 | -5.6 | 2 | -3.3 | 0.6 | 0.1 | 0
COc1ccc(-c2nc(-c3ccc(Br)o3)no2)cc1 | 8 | 12 | -10 | 0.4 | 2 | 0.3 | -0.6 | -0.9 | -9
N#Cc1c(N)nc2c(c1-c1ccc3c(c1)OCO3)CCc1ccccc1-2 | -55 | 0 | -7 | -1.4 | 31* | -0.7 | 0.5 | 2.0 | -2
COc1ccc(CCCC(=O)N/N=C\c2cccs2)cc1 | 12 | 3 | -2 | -1.6 | -2 | -1.0 | . | -0.1 | 6
Nc1cccc(S(=O)(=O)Nc2ccccc2)c1 | 5 | -4 | 3 | -2.4 | -6 | -1.8 | . | -0.3 | -4
CCOc1cccc2cc(-c3nnc(NCc4ccco4)s3)c(=O)oc12 | 17 | 9 | 1 | -1.1 | 4 | 0.8 | -8.1 | 0.9 | -14
CC1(Cc2cccc(F)c2)C(=O)Nc2ccc(S(=O)(=O)NC3CCCCC3)cc21 (stereo not drawn) | 16 | 2 | -8 | -3.1 | -2 | . | -0.3 | -0.3 | 36*
c1ccc(CC2CCN(c3nc4ccccc4n4nnnc34)CC2)cc1 | 6 | 18 | 2 | -0.6 | 8 | -0.6 | -0.5 | 1.3 | -2
COc1ccc(C2c3c(ncn(CCN4CCOCC4)c3=N)Oc3ccc4ccccc4c32)cc1OC (stereo not drawn) | -3 | -1 | -4 | -1.9 | 6 | 1.8 | -1.8 | 0.5 | 4
CCn1c(COc2ccc(=O)n(-c3ccccc3)n2)nnc1SCc1ccccc1C | 4 | 0 | 0 | 0.4 | 5 | 1.5 | -1.4 | -1.4 | -2
CN1CCN(C(=O)c2c(NC(=O)c3ccco3)sc3c2CCC(C(C)(C)C)C3)CC1 (stereo not drawn) | -11 | 12 | 6 | -1.4 | 3 | -1.5 | -3.4 | 0.0 | 7
CC(=O)Nc1nc2ccc(S(=O)(=O)N3CCCCC3)cc2s1 | -1 | 3 | . | 1.4 | 5 | 0.3 | -0.3 | . | 8
CCC(C)c1ccc(C(C)NC(=S)NC2CCCCC2)cc1 (stereo not drawn) | -6 | -2 | -9 | -2.4 | 0 | 5.8 | 0.0 | -0.8 | 15
COc1ccc(CC(=O)N/N=C/c2cc([N+](=O)[O-])cc(Br)c2O)cc1 | 17 | 8 | -3 | -0.1 | -3 | 0.6 | -1.9 | -1.2 | 6
CCOc1ccccc1NC(=O)Cn1nnc(C(=O)NCc2ccco2)c1N | 8 | 9 | -2 | -2.2 | 3 | -1.6 | -1.6 | -0.9 | 2
